# Screens: PubChem, several laboratories
# Ins promoter up – MIN6 insulin promoter up-regulation. hit rate 0.3% among 190,000. AID 1625. MIN6 insulin promoter-GFP reporter, high-content imaging; hits give high values. z-score at 5 µM;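 active = z-score above 3 at 5 µM with at least 500 cells counted in the well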
# P. falciparum M17LAP – P. falciparum M17LAP inhibitors, primary screen, biochemical, fluorogenic H-Leu-NHMec substrate, 1536-well (AID 1619); recombinant M17LAP, H-Leu-NHMec fluorogenic kinetic assay; higher % means a stronger effect; inhibition, % at 30 µM; hits with a dose series show IC50 in µM; hit rate 0.38% among 220,000;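 active = compound inhibiting the enzyme by more than half at any dose during confirmatory dose-response retesting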;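 also: plate controls were full reaction with DMSO carrier for no effect and no enzyme background for full effect; strong numbers were not always called active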
# M1AAP inhibition – malaria alanyl aminopeptidase activity blockers – biochemical, fluorogenic H-Leu-NHMec substrate, 1536-well (AID 1445). hit rate 0.42% among 220,000. recombinant M1AAP, H-Leu-NHMec fluorogenic kinetic assay; higher % means a stronger effect. one-dose inhibition, % at 30 µM; IC50 in µM for titrated hits;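 active = primary inhibition above the hit cutoff, then over 50% inhibition at one or more dose response concentrations, cut at about 23% in these data, passing the limit was not always enough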;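 also: plate controls were DMSO full reaction for no effect and no enzyme background for full effect; strong numbers were not always called active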
# MT stabilizer – microtubule stabilization, imaging screen | HeLa tubulin immunostaining HCS, 24 h; share of cells brighter than vehicle mean+2SD | % tubulin-high responders, % at 10 µM | hit rate 0.83% among 200,000;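 active = plate Z-score above 3 for both tubulin-high and condensed-nucleus cell shares, with cell loss under 80%, at 10 µM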;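 also: anti alpha tubulin signal scored within the nucleus-defined area of each cell; some results filed as inactive read as strong as hits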
# Yfh1-off respiration – mitochondrial function rescue without frataxin homolog – Friedreich's ataxia, plus single-dose screen, dose response (AID 1465); S. cerevisiae Yfh1-off respiration, WST-1 reduction, 72 h; higher fold induction means a stronger effect; fold induction at 50 µM; hits with a dose series show EC50 in µM; hit rate 0.074% among 220,000;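 active = fold induction of absorbance versus untreated yeast above a set limit, then at least 30% activation at any dose in follow-up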;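 also: activators that raise dye reduction in frataxin-depleted yeast; strong numbers were not always called active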
# Hep lipid drop – hepatic lipid droplet formation modulation. inhibition, % at 6.5 µM. hit rate 0.4% among 240,000. AID 1656. AML12 mouse hepatocytes, oleate lipid droplets, BODIPY imaging;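 active = lipid droplet intensity inhibited by at least 50%, with more than 500 cells counted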
#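 Assay system: AML12 hepatocytes (mouse); Probe or stimulus: oleic acid at 100 µM to induce lipid droplet formation; Dosing: compound at 6.5 µM only; Schedule: compound with oleate, overnight; Detection: fluorescence imaging, 20x objective, two fields per well; Measure: % inhibition of lipid droplet signal.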
# Dynein cargo inh – blocks dynein driven cargo transport along microtubules; 3617.4 mouse cells, GR-EGFP nuclear translocation imaging; test concentration mostly 20 µM; stimulated with dexamethasone, 1 µM; hits give low values; z-score, hits read low; hit rate 0.47% among 220,000;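 active = plate z-score of nuclear minus cytoplasmic receptor signal below a set negative limit, without overly bright fluorescence or cell loss, cut at about -3.5 in these data, passing the limit was not always enough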;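 also: z-score of nuclear minus cytoplasmic ring GR-EGFP intensity difference per well; some compounds called inactive have numbers as strong as hits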
#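 Buffer or medium – tet-free medium with charcoal-stripped serum · Signal – automated 10x imaging of fixed Hoechst-stained cells · Also added – dexamethasone agonist, 1.0 µM final, for 30 min · Incubation – induction 48 h, compound 1 h, agonist 30 min · Read-out – GR-EGFP nuclear translocation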
# CSM14.1 death rescue – protection against thapsigargin-triggered cell killing – 384-well, CSM14.1, ATP luminescence, primary screen (AID 1222); cellular ATP content (survival), % at 20 µM, or EC50 in µM where a hit was titrated; CSM14.1 thapsigargin-induced death rescue, ATP luminescence; higher % means a stronger effect; 190,000 tested, under 10 active;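 active = EC50 below 50 µM in the dose-response confirmation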;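 also: death triggered by thapsigargin at about 15 µM added after 2 h compound pretreatment; cell ATP read after overnight thapsigargin exposure of roughly 18 to 22 hours; normalized against plate controls of thapsigargin alone and 5% DMSO vehicle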
# Autophagy HCS – modulators of autophagy; MEF GFP-LC3 puncta imaging; test concentration mostly 10 µM; calls only at 10 µM (by protocol); hit rate 0.98% among 190,000; AID 463193;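 active = percentage of spot-positive cells more than 3 SD above its plate mean, without a fluorescence outlier flag or 80% toxicity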;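 also: spot-positive cell cutoff set from DMSO-treated cells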
# Dynein cargo inh cytoplasmic EGFP – second read-out of Dynein cargo inh, no call of its own (marks repeat the call); z-score; measured here: cytoplasmic GR-EGFP intensity; hits give high values
# Dynein cargo inh nuclear GR-EGFP – also measured in Dynein cargo inh; calls as there; z-score; measured here: nuclear GR-EGFP intensity;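 lower value marks the stronger effect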
# Dynein cargo inh cell count – also measured in Dynein cargo inh; calls as there; z-score; measured here: cell count per field
# Ins promoter up cell count – recorded beside Ins promoter up, whose call it bears; cell count; measured here: cytotoxicity, nuclei count;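 total cells summed across four imaged fields per well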
# Hep lipid drop cells 6.5 µM – also measured in Hep lipid drop; calls as there; cell count; measured here: cell count, cytotoxicity flag;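 cells counted across two imaged fields per well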
# MT stabilizer Hoechst-high % – recorded beside MT stabilizer, whose call it bears; % Hoechst-high responders; measured here: nuclear condensation Hoechst responders;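 share of cells brighter than vehicle mean plus two SD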
# MT stabilizer cytotoxicity % – recorded beside MT stabilizer, whose call it bears; toxicity, %; measured here: cytotoxicity by cell density;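 0% = mean cell density of plate MIN control wells and 100% = no cells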
# Autophagy HCS cell loss 18 h – second read-out of Autophagy HCS, no call of its own (marks repeat the call); toxicity, %; measured here: cell loss, nuclei count;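 cell loss after 18 h compound exposure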
# The depositor's hits bear a star; i = inactive; / = not tested or not shown.
SMILES,Ins promoter up,Ins promoter up cell count,P. falciparum M17LAP,M1AAP inhibition,MT stabilizer,MT stabilizer Hoechst-high %,MT stabilizer cytotoxicity %,Yfh1-off respiration,Hep lipid drop,Hep lipid drop cells 6.5 µM,Dynein cargo inh,Dynein cargo inh cytoplasmic EGFP,Dynein cargo inh nuclear GR-EGFP,Dynein cargo inh cell count,CSM14.1 death rescue,Autophagy HCS,Autophagy HCS cell loss 18 h
Cc1cc(C)nc(N2CCCC(C(=O)Nc3ccc4c(c3)OCO4)C2)n1 (centres undefined),-0.49,1227,4%,3%,3.5,3.3,10,i,0,702,0.22,-0.25,0.38,-0.67,0.6%,i,-8
CC(=O)c1cc(-c2ccccc2)n(CCC(=O)NC2CCCC2)c1C,-0.7,1095,7%,0%,1.6,2.3,7.7,i,0,788,-0.73,0.022,-0.6,0.092,-1.6%,i,-15
COc1ccc(NC(=O)c2sccc2SCc2cccc(C(F)(F)F)c2)cc1,-0.26,1899,-8%,-10%,2.8,2.0,2.5,i,-6,639,-0.23,-0.084,0.26,-0.94,-0.9%,i,29
CCOC(=O)c1nn(-c2ccccc2F)c(-c2ccccc2)c1C(=O)c1ccccc1,/,/,4%,-4%,2.8,2.2,10,i,/,/,-0.0039,-0.24,0.18,0.37,5.0%,i,12
COc1cc(OC)c(OC)cc1CN(C)C(c1ccccc1)c1nnnn1-c1ccccc1C (centres undefined),-0.47,1549,0%,5%,2.0,1.4,8.2,i,/,/,-0.6,-0.17,-0.42,0.045,2.1%,i,8
COc1ccc(N2CCN(C(=O)CSc3nc4[nH]ncc4c(=O)n3-c3cccc4ccccc34)CC2)cc1,0.27,1016,-19%,-6%,3.6,0.8,5.9,i,-3,685,1,-0.22,0.11,0.29,0.9%,i,-8
CCN1C(=O)C(O)(CC(=O)c2ccc(-n3cccc3)cc2)c2ccccc21 (centres undefined),0.46,1137,1%,14%,2.8,4.1,12,i,-2,785,-0.44,-0.17,0.0032,0.081,-1.1%,i,-8
CCc1ccc(-c2nc(CS(=O)CC(=O)NCc3cccnc3)c(C)o2)cc1 (centres undefined),-0.02,1229,19%,5%,4.9,2.6,4.9,i,19,710,0.26,-0.045,0.57,0.38,-2.4%,i,3
Cc1ccc(S(=O)(=O)N2CCN(S(=O)(=O)c3ccc(C)cc3)C2)cc1,/,/,7%,4%,0.9,1.4,7.1,i,9,746,0.49,-0.05,-0.0027,-0.066,0.9%,i,-4
Cc1ccc(-c2noc(N=O)c2NO)cc1,-1.1,954,13%,1%,/,/,/,i,-9,650,-2.7,0.043,-1.2,-0.095,/,/,/
O=C(O)c1cccc(NS(=O)(=O)c2ccc(NC(=O)c3ccco3)cc2)c1,-0.06,1230,1%,-1%,5.8,2.9,4.7,i,-17,575,-0.47,-0.33,0.34,-0.049,-1.7%,i,6
Cc1cccc(NC(=O)c2nc[nH]c2C(=O)Nc2cccc(C)c2)c1,-0.32,1256,11%,5%,2.7,1.7,7.3,i,-12,668,0.14,-0.28,-0.21,0.63,-0.1%,i,-3
COc1ccc(-c2nc(CCl)cs2)cc1OC,-0.61,1236,2%,8%,3.9,3.0,10,i,5,753,-0.93,-0.17,-0.6,0.31,1.9%,i,2
O=C(NC(=S)N1CCN(c2ccc([N+](=O)[O-])cc2)CC1)c1ccc(F)cc1,1.1,1233,15%,8%,2.5,4.3,6.6,i,2,643,-0.58,-0.29,-0.73,0.9,-1.6%,i,-3
CC(=C/c1ccc(C(C)C)cc1)/C=N/NC(=O)Cn1nc(C)cc1C,/,/,4%,7%,2.6,1.7,5.9,i,-7,663,-0.2,-0.24,-0.054,0.62,-1.1%,i,-2
O=C(COC(=O)c1cccc(Oc2ccccc2)c1)NCc1ccco1,-0.32,867,4%,-4%,1.4,1.4,2.9,i,7,771,-0.83,-0.021,0.062,0.11,2.5%,i,-2
C/C(CC(=O)Nc1ccc(Cl)cn1)=N\NC(=O)Cc1cccs1,-0.16,1076,10%,16%,/,/,/,i,-28,725,-0.38,-0.25,-0.25,0.066,/,/,/
COc1ccc(OCC(O)CNC(=O)Nc2ccc(Cl)cc2)cc1 (centres undefined),0.25,1557,-1%,5%,3.1,1.7,4.9,i,-22,676,-0.26,-0.09,0.019,-0.97,-2.6%,i,2
Cc1ccc(CSCc2ccc(C(=O)NCC3CCCO3)o2)cc1 (centres undefined),0.28,1140,1%,-2%,1.2,1.5,8.0,i,-2,725,-1.4,-0.28,-0.79,1.1,-0.6%,i,21
C=CCSc1nnc2c(n1)OC(c1cccnc1)N(C(C)=O)c1ccccc1-2 (centres undefined),-0.17,1658,19%,7%,6.4,3.4,0.9,i,/,/,-0.17,-0.33,-0.012,-0.1,-0.2%,i,-8
CCCCNC(=S)NCc1ccc2c(c1)cc(C)n2C,0.17,1267,10%,3%,2.6,1.8,3.8,i,12,701,-0.46,-0.2,0.56,0.33,-6.2%,i,-2
NC(=O)CSc1nnc(-c2cccnc2)n1Cc1ccccc1,0.47,1186,-17%,-1%,3.7,2.0,8.4,i,6,750,-1.2,-0.24,-0.59,0.14,1.5%,i,-8
CCN(CC)CCN(C)Cc1ccc(Br)cc1,/,/,12%,-1%,0.9,1.0,6.2,i,14,818,2,-0.16,0.81,0.77,-3.4%,i,3
C=CCn1c(Cc2c[nH]c3ccccc23)n[nH]c1=S,/,/,30%,3%,1.9,1.9,7.7,i,/,/,-0.27,-0.18,-0.24,0.27,-1.5%,i,7
CCCCn1nc(C(=O)NC2=NCCS2)c2ccccc2c1=O,0.76,1237,3%,1%,2.2,2.0,7.4,i,8,822,4.9,-0.097,5,-2.4,-1.4%,i,7
# New compounds follow
SMILES,Ins promoter up,Ins promoter up cell count,P. falciparum M17LAP,M1AAP inhibition,MT stabilizer,MT stabilizer Hoechst-high %,MT stabilizer cytotoxicity %,Yfh1-off respiration,Hep lipid drop,Hep lipid drop cells 6.5 µM,Dynein cargo inh,Dynein cargo inh cytoplasmic EGFP,Dynein cargo inh nuclear GR-EGFP,Dynein cargo inh cell count,CSM14.1 death rescue,Autophagy HCS,Autophagy HCS cell loss 18 h
CCOC(=O)c1ccc(Nc2ncnc3nc[nH]c23)cc1,-0.98,1424,10%,3%,1.8,4.5,9.7,i,/,/,-1.2,-0.2,-0.19,1.4,-3.3%,i,-2
Cc1nnc(N(Cc2ccccc2)C(=O)c2cnccn2)s1,-0.52,1281,6%,4%,1.2,2.4,9.4,i,/,/,-0.32,-0.0022,0.046,0.034,-2.0%,i,-1
O=C(COC(=O)c1ccccn1)Nc1cc(Cl)ccc1Cl,0.17,1711,6%,-4%,6.4,2.0,6.3,i,15,697,-0.87,-0.0023,-0.31,-0.22,-1.6%,i,-2
CN1CCN(C(=O)C23CCC(C)(c4nc5ccccc5nc42)C3(C)C)CC1 (centres undefined),0.31,1427,-4%,10%,3.0,0.6,0.4,i,/,/,-0.76,-0.2,-0.55,0.82,-0.4%,i,-3
Cc1nc(-c2ccccc2)sc1C1(C)CC(c2ccc([N+](=O)[O-])cc2)=NO1 (centres undefined),-0.97,1087,-4%,6%,/,/,/,i,/,/,-1.1,-0.67,-0.35,0.41,/,/,/
COC(=O)c1ccc(Oc2c(F)c(F)nc(N3CCOCC3)c2F)cc1,/,/,3%,-1%,4.6,1.5,0.3,i,-2,717,0.59,-0.2,1.2,-1.1,3.0%,i,15
Cc1csc(NC(=O)c2ccc(S(=O)(=O)N(C)c3ccccc3)cc2)n1,0.03,1271,-6%,-3%,1.9,2.5,12,i,/,/,-1,-0.17,-0.69,0.15,-0.9%,i,-4
CO/C([O-])=N/c1c[n+](-c2ccc(Cl)cc2)no1,-0.11,1529,21%,9%,3.7,2.4,5.7,i,/,/,-0.37,-0.2,0.64,0.71,-1.5%,i,-3
CNS(=O)(=O)c1cc2c3c(cccc3c1)C(=O)NC2=O,-0.18,1192,1%,6%,2.1,1.6,8.5,i,3,759,-0.34,-0.15,-0.31,0.8,0.5%,i,2
CCOC(=O)c1cc2cc(OC)ccc2nc1C,/,/,-16%,5%,2.9,1.7,0.7,i,14,728,0.13,-0.26,0.13,0.26,-2.9%,i,2
Cc1ccc2c(CC(=O)NCC(C)(C)N3CCOCC3)coc2c1,/,/,-5%,-16%,3.6,2.9,7.9,i,-1,727,2.3,-0.19,1.1,-1.3,-2.1%,i,5
N#CC(C#N)=C1C=CC=CN1/C(=C\c1ccco1)C(=O)c1ccccc1,0.46,1142,24%,65µM*,1.4,5.5,7.5,i,1,456,-3.8*,1.4*,-2.1*,1.4*,-1.0%,i,81
CCOC(=O)C1(Cc2cccc(F)c2)CCN(CCCn2cccn2)CC1,-0.04,1079,6%,8%,/,/,/,i,-4,729,0.24,-0.21,0.57,-0.3,/,/,/
O=P(OC1CCCCC1)(OC1CCCCC1)C(O)c1cccnc1 (centres undefined),0.3,1444,-1%,11%,/,/,/,i,-9,720,0.32,-0.25,0.11,-0.2,/,/,/
Cc1cccc(N=Nc2cnc(N)s2)c1,-0.77,1447,-5%,4%,/,/,/,i,-3,719,-0.97,-0.24,-0.43,0.25,/,/,/
